TNAP inh hi DEA: human TNAP enzyme inhibitors, primary screen, biochemical, luminescent, high phosphate acceptor level, uHTS; 200,000 compounds, 0.03% hits; purified TNAP, CDP-star luminescence, 1 M DEA; AID 1135, 2008; inhibition, % at 20 µM;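 active = over 50% inhibition of tissue-nonspecific alkaline phosphatase at 20 µM in the single-dose screen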;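 note: plate controls were DMSO wells for no effect and EDTA-quenched wells as full inhibition for full effect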
Target sequence (P05186 whole entry, looked up): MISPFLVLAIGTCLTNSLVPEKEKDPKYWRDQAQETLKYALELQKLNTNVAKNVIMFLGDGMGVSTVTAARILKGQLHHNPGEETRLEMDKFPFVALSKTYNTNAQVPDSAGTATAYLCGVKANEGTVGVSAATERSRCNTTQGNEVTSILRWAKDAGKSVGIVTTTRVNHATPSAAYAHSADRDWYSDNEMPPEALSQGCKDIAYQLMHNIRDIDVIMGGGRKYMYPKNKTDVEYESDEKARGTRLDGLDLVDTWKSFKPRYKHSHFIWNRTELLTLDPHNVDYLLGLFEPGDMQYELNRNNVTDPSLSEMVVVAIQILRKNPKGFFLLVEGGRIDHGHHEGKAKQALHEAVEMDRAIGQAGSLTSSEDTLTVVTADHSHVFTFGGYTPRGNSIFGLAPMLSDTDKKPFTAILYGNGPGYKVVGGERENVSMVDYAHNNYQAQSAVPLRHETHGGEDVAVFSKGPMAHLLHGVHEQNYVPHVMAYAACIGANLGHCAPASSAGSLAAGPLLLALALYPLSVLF
PPARg SRC1 recr: PPARgamma agonists recruiting SRC-1 coactivator, primary screen, biochemical; Peroxisome proliferator-activated receptor gamma (Homo sapiens), P37231; PPARgamma-SRC-1 coactivator recruitment biochemical assay; activation, % at 8 µM; 200,000 compounds, 0.41% hits; in the data active = activation above about 19%;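 note: 0% = DMSO and 100% = reference agonist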
Target sequence (P37231 whole entry, looked up): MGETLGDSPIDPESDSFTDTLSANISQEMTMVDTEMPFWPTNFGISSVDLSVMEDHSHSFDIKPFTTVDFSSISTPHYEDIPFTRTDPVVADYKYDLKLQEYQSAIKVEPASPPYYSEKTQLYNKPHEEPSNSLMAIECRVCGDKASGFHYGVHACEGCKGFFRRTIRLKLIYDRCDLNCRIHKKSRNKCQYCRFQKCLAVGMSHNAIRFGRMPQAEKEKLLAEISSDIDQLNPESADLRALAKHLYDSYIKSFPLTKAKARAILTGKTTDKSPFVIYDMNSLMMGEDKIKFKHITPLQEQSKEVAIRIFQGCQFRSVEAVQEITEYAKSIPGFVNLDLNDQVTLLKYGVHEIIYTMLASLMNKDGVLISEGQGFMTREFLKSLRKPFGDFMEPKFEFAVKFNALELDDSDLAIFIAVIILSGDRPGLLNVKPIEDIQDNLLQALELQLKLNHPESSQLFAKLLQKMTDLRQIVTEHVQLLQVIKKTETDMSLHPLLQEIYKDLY
PPARg SRC2 recr: agonists of PPARg-SRC-2 recruitment, primary screen, biochemical, HTS | activation, % at 8 µM | AID 1032, 2008 | 200,000 compounds, 0.34% hits | Peroxisome proliferator-activated receptor gamma (Homo sapiens), P37231 | PPARgamma LBD-SRC-2 recruitment; in the data active = activation above about 22%;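 note: 0% = vehicle and 100% = reference agonist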
PPARg SRC3 recr: PPARgamma agonists recruiting SRC-3 coactivator, primary screen, biochemical | biochemical PPARgamma/SRC-3 coactivator recruitment assay | activation, % at 8 µM | Peroxisome proliferator-activated receptor gamma (Homo sapiens), P37231 | AID 731, 2007 | 200,000 compounds, 0.26% hits; in the data active = activation above about 23%;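 note: 0% = DMSO and 100% = reference agonist; some compounds past the cut are filed as inactive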
TNAP inh noacc: human TNAP enzyme inhibitors, primary screen, biochemical, luminescent, no phosphate acceptor, uHTS | Alkaline phosphatase, tissue-nonspecific isozyme (Homo sapiens), P05186 | purified TNAP, CDP-star luminescence, 30 min | inhibition, % at 20 µM | 200,000 compounds, 0.26% hits;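 active = tissue-nonspecific alkaline phosphatase inhibition above about 50% at 20 µM in the single-dose screen, limit read from the data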;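 note: 0% = DMSO negative control and 100% = EDTA positive control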
TR-FRET SRC-2 ct: TR-FRET signal artefacts, primary screen, artefact control for PPARgamma SRC-2 agonist project, biochemical | 200,000 compounds, 0.4% hits | TR-FRET artefact counter-screen; stronger effect = higher value | AID 1049, 2008 | TR-FRET ratio at 8 µM; in the data active = TR-FRET ratio above about 2000; note: inactives centre near 1500
bIAP inh: bovine intestinal alkaline phosphatase inhibitors, primary screen, selectivity assay for TNAP inhibitor project, biochemical, bovine IAP, CDP-star luminescence; 190,000 tested, under 10 active; alkaline phosphatase, intestinal [Bos taurus]; inhibition, % at 20 µM; purified bovine IAP, 30 min;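 active = over 50% inhibition of intestinal alkaline phosphatase at 20 µM in the single-dose screen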
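Incubation: 30 min reaction at room temperature / Material: purified bovine intestinal alkaline phosphatase (IAP) enzyme / Input: enzyme at 1/65,000,000 dilution / Dosing: 20 µM single dose / Signal: CDP-star luminescence signal / Reagent: CDP-star chemiluminescent phosphatase substrate, 30 µM final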
Efa HMGR inh: inhibitors of E. faecalis class II HMGR, primary screen, biochemical, Enterococcus faecalis; HMG-CoA reductase (Enterococcus faecalis, mvaE); purified E. faecalis HMGR, NADPH absorbance 340 nm kinetic; inhibition, % at 10 µM; 190,000 compounds, 0.41% hits; AID 1066, 2008;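 active = inhibition above a set limit, the median over all tested compounds plus 3 SD, cut at about 9.5% in these data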;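 note: enzyme runs in reverse so mevalonate oxidation gives rising NADPH absorbance; 0% = complete reaction with DMSO and 100% = background rate lacking mevalonate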
bIAP act: bovine intestinal alkaline phosphatase activators, primary screen, biochemical, bovine IAP, CDP-star luminescence. alkaline phosphatase, intestinal [Bos taurus]. purified bovine IAP, 30 min; stronger effect = higher value; fold of DMSO-control signal, blank-subtracted. activation factor at 20 µM. 200,000 compounds, 0.17% hits. AID 1016, 2008;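 active = activation factor of 2 or more at 20 µM, a signal rise over negative controls twice the positive control's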
TNAP act hi DEA: TNAP activators at high phosphate acceptor level, primary screen, biochemical, luminescence, uHTS; Alkaline phosphatase, tissue-nonspecific isozyme (Homo sapiens), P05186; purified TNAP, CDP-star luminescence, 1 M DEA, 30 min; stronger effect = higher value; 0 = EDTA background, 1 = DMSO-only activity; activation factor at 20 µM; 200,000 tested, under 10 active; AID 1136, 2008;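 active = activation factor at least 2 at 20 µM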
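Measured by: Luminescent substrate turnover signal | Test system: Human TNAP | Input: TNAP 1/800 final | Dosing: 20 µM single point | Schedule: 30 min, room temperature | Controls: EDTA wells as negative control, DMSO wells as positive control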
* = called active by the depositor.

SMILES	TNAP inh hi DEA	PPARg SRC1 recr	PPARg SRC2 recr	PPARg SRC3 recr	TNAP inh noacc	TR-FRET SRC-2 ct	bIAP inh	Efa HMGR inh	bIAP act	TNAP act hi DEA
Cc1ccc(C(=O)N/C(=C/c2cccs2)C(=O)NCCc2c[nH]c3ccccc23)cc1	-1	9	3	7	-28	1701	16	1	0.8	1
O=C(COc1ccc(/C=N/NC(=O)c2ccc(O)cc2)cc1)Nc1ccc([N+](=O)[O-])cc1	4	10	6	9	-12	1515	24	-2	0.8	1
O=C(OCCN1CCCC1=O)c1cncc(Br)c1	-6	3	14	5	-18	1692	7	0	0.9	1.1
CCCC(=O)N1CCN(c2ccc(NC(=O)c3sc4ccccc4c3Cl)cc2)CC1	-4	14	12	13	-15	1557	4	2	1	1
COC(=O)c1ccc2ccn(CC(=O)NC3CCCCC3)c2c1	1	3	0	10	2	1412	8	-3	0.9	1
CCN1CCN(C(=O)c2cc3c(-c4ccc(Cl)cc4)nn(C)c3s2)CC1	-10	5	-10	-4	-18	1471	-1	2	1	1.1
COc1ccc(-c2noc(CSc3nc(N)c(-c4ccccc4)c(=O)[nH]3)n2)cc1	-2	4	5	-10	26	1630	-6	-7	1.1	1
CC1=C/C(=C/N(C)C)C(=O)O1	-4	-7	3	-1	-8	1369	-1	0	1	1
CCOC(=O)c1c(C)oc2c(CC(=O)c3ccccc3)c(Cl)c(O)c(O)c12	6	-2	0	0	25	1462	6	-8	0.9	0.9
CCCC(C)C(=O)NCc1ccccc1OC (stereo not given)	-5	5	7	0	4	1725	5	-9	1	1.1
CC(=O)c1cccc(NC(=O)CCNS(=O)(=O)c2cccc(C(C)=O)c2)c1	-4	-1	-5	4	-6	1559	3	-2	1	1
O=C(O)c1ccc2cc[nH]c2c1	-7	2	8	-2	-12	1658	5	2	0.9	1.1
O=C(Cn1c(=S)[nH]c2ccccc21)c1ccccc1	-2	1	4	2	-25	1625	-19	-2	1.2	1
CC(C)(C)NC(=O)C(c1c[nH]c2ccccc12)N(C(=O)Cn1nnc(-c2ccc(F)cc2)n1)c1cccc(O)c1 (stereo not given)	2	0	-5	0	8	1432	10	0	0.9	1
O=C(Nc1cccn2ncnc12)C(Cl)Cl	-2	-4	-7	1	-7	1442	2	0	1	1
O=C(c1ccc(N2CCC3(CC2)OCCO3)c([N+](=O)[O-])c1)N1CCOCC1	6	3	5	4	0	1589	-1	2	1	0.9
CC(Oc1ccc(C(=O)NCCc2ccccc2)cc1)C(=O)O (stereo not given)	-2	8	6	3	-9	1612	0	-1	1	1
Cc1cccc(NC(=S)NC(=O)/C=C/c2ccco2)c1	-3	3	6	2	2	1730	-2	-6	1	1
C=CCNC(=O)c1onc(CSc2ccccc2C)c1C(=O)O	-4	-2	-3	2	-10	1385	-2	0	1	1
CCN(C(=O)Cn1c(=O)oc2ccccc21)C1CCS(=O)(=O)C1 (stereo not given)	-2	8	8	7	-3	1329	5	-1	1	1
Cc1ccc(CCN2CC(C(=O)NCCCN3CCCCCC3)CC2=O)cc1 (stereo not given)	0	-2	-7	-7	-12	1382	-22	3	1.2	1
COc1ccc(N2CCN(C(=O)c3ccc(-n4nc(C)cc4C)cc3)CC2)cc1	0	-3	-1	-3	0	1515	-4	-2	1	1
CCOc1ccc(N2CC(=O)N(c3ccc(OCC)cc3)CC2=O)cc1	6	2	0	-6	-3	1294	3	-4	1	0.9
N/C(=N\OC(=O)c1cc(Cl)ccc1Cl)c1ccncc1	-3	4	1	-1	-14	1657	-4	4	1	1

Given with two lines to a compound: entries from further up.
Value order – TNAP inh hi DEA | PPARg SRC1 recr | PPARg SRC2 recr | PPARg SRC3 recr | TNAP inh noacc | TR-FRET SRC-2 ct | bIAP inh | Efa HMGR inh | bIAP act | TNAP act hi DEA
> COc1ccc(N2CCN(C(=O)c3ccc(-n4nc(C)cc4C)cc3)CC2)cc1
→ 0 | -3 | -1 | -3 | 0 | 1515 | -4 | -2 | 1 | 1
> CC(C)(C)NC(=O)C(c1c[nH]c2ccccc12)N(C(=O)Cn1nnc(-c2ccc(F)cc2)n1)c1cccc(O)c1 (stereo not given)
→ 2 | 0 | -5 | 0 | 8 | 1432 | 10 | 0 | 0.9 | 1

The list goes on.
SMILES	TNAP inh hi DEA	PPARg SRC1 recr	PPARg SRC2 recr	PPARg SRC3 recr	TNAP inh noacc	TR-FRET SRC-2 ct	bIAP inh	Efa HMGR inh	bIAP act	TNAP act hi DEA
O=C(O)c1cccc(-n2nnnc2SCc2ccccc2Cl)c1	-5	1	-1	0	-6	1374	12	-3	0.9	1
O=C(CCn1cnc2ccccc2c1=O)Nc1cccc(Cl)c1Cl	-4	10	-9	-2	-6	1343	-16	0	1.2	1
Cc1nc(SCC(=O)O)c2oc3ccccc3c2n1	-1	3	9	10	-6	1670	9	-3	0.9	1
COc1ccc(-c2cc(-c3ccccc3O)[nH]n2)cc1	0	7	5	7	0	1627	-37	0	1.4	1
COc1ccccc1NC(=O)c1nnn(CC(=O)Nc2ccccc2)c1N	-5	7	0	-5	-9	1579	0	-1	1	1.1
CCc1ccc(/C=N/n2c(C)cc(C)c(C#N)c2=O)cc1	-4	-9	2	6	-14	1506	-30	-6	1.3	1
C=C(C)c1cccc(C(C)(C)NC(=O)Nc2ccc(C(N)=O)cc2)c1	-10	-4	2	-4	-34	1431	-28	-2	1.3	1.1
C=CCNc1ncnc2c1cnn2-c1cccc(C)c1	-3	9	-1	3	-14	1465	12	-2	0.9	1
Cc1ncoc1C(=O)N1CCCC(C(=O)c2ccc(-c3ccccc3)cc2)C1 (stereo not given)	-2	-5	7	2	-6	1321	-4	6	1	1
COc1ccc(S(=O)(=O)N(CCc2ccccc2)CC(=O)O)cc1C	-4	2	4	8	-16	1465	-12	0	1.1	1
COc1ccc2cc(CN(Cc3ccco3)C(c3nnnn3C3CCCCC3)C(C)C)c(=O)[nH]c2c1 (stereo not given)	-1	4	-7	-8	-7	1500	2	-1	1	1
O=C(N/N=C/c1cccn1-c1cccc(C(=O)O)c1)Nc1ccccc1	3	-9	-11	-2	-3	1501	-10	-4	1.1	1
COc1ccc(-c2cc(-c3n[nH]c(=S)n3-c3ccccc3OC)[nH]n2)cc1	4	3	-1	9	-67	1740	-28	-2	1.3	1
CCOC(=O)C1CCCCN1Cc1ccc(F)c(Br)c1 (stereo not given)	-3	6	-4	-10	-17	1303	8	-3	0.9	1
Cc1ccc(O)c(NC(=O)c2noc(C(C)C)c2[N+](=O)[O-])c1	-2	2	-1	7	11	1473	2	-7	1	1
CC(C)=C1SC(N2CCN(c3cccc(C)c3)CC2)=NC1=O	-6	5	2	5	-6	1559	14	2	0.9	1.1
CCc1c(C)sc2nc(C(C)C)nc(SCC(=O)N3CCc4ccccc4C3)c12	2	6	0	4	-4	1382	-7	2	1.1	1
CN1C(=O)CC(N2CCN(CCN=CC3=C(O)CC(C)(C)CC3=O)CC2)C1=O (stereo not given)	-6	-1	2	0	-12	1730	-4	2	1	1.1
C=CCN1C2CCCC1CC(NC(=O)Nc1cccc(C(C)=O)c1)C2 (stereo not given)	-4	5	-5	-2	-8	1515	-14	1	1.1	1
Cc1ccc(NC(=O)CN2CCc3ccccc3C2)cc1	-4	4	7	4	-14	1447	0	-1	1	1
O=C(CN1C(=O)CSc2ccc(S(=O)(=O)N3CCOCC3)cc21)NCCCN1CCc2ccccc2C1	1	4	9	-3	-8	1441	-8	0	1.1	1
O=C(Nc1ccc(S(=O)(=O)NCc2ccco2)cc1)c1ccncc1	4	2	-1	0	-6	1510	12	-2	0.9	1
O=C(O)CSc1nnc(SCc2cccc3ccccc23)s1	-2	1	2	-14	-14	1315	7	-7	0.9	1
CCc1ccccc1NC(=O)CN(C)C(=O)CSc1nn(-c2ccc(F)cc2)c(=S)s1	0	-1	0	-1	-7	1560	29	-4	0.7	1
CCCOc1ccc(CSc2nnc(CCC)n2N)cc1	-6	8	8	8	-12	1539	11	-7	0.9	1.1
Cc1ccc(NC(=O)c2cc(C)n(-c3cccc(C)c3)c2C)cc1	-4	9	-1	-1	-17	1608	-2	-1	1	1
Cn1nc(CC(=O)Nc2cccc3ncccc23)c2ccccc2c1=O	-5	5	0	-8	-14	1485	2	0	1	1
C=CCNC(=S)NNC(=O)c1ccco1	-4	-3	8	5	-28	1571	-26	1	1.3	1
COc1ccc(-c2nn(-c3ccccc3)cc2/C=N/n2cnnc2)cc1OC	-4	-1	-4	1	-14	1447	6	-4	0.9	1
Cc1nc(N)sc1N=Nc1ccc(Br)cc1	20	8	1	0	4	1621	42	-3	0.6	0.8
O=S(=O)(NC1CCCCC1)c1ccc(Cl)s1	-4	2	3	10	-8	1474	26	-3	0.7	1
COc1cc(-c2cc(OC)c3c(C)oc(C)c3c(=O)c2)ccc1O	4	6	1	12	3	1675	16	-5	0.8	1
CCOC(=O)N1CCC(NC(=O)c2ccc3c(c2)N(Cc2ccc(C)cc2)CCS3)CC1	-10	6	4	11	-154	1517	-4	-7	1	1.1
Cc1cnn(C(=O)c2oc3ccccc3c2C)c1	-6	6	3	1	-13	1553	4	-3	1	1.1
Cc1ccc(OC(=O)C(C)c2cccc(C(=O)c3ccccc3)c2)cc1 (stereo not given)	0	2	4	0	-3	1605	13	-9	0.9	1
COc1ccc(CCN2C(=O)/C(=C\c3ccco3)SC2=S)cc1OC	7	4	2	-1	5	1438	6	1	0.9	0.9
O=c1c(F)cn(C2CCCO2)c(=O)n1Cc1ccccc1F (stereo not given)	-2	-10	-10	2	-12	1466	6	-5	0.9	1
CCOc1ccc(S(=O)(=O)Nc2cc(S(=O)(=O)N(CC)CC)ccc2N2CCCC2)cc1	4	-4	3	-4	-4	1362	-4	0	1	1
CCS(=O)(=O)N1CCC(C(=O)NCc2ccc(OC)cc2)CC1	-2	-8	-5	-1	-11	1619	3	-2	1	1
CC1C/C(=N/Nc2nc3ccccc3[nH]2)CC(C)(C)C1 (stereo not given)	-5	-1	4	-1	-79	1442	12	-4	0.9	1.1
Cc1cc(NC(=O)Cc2cn3ccsc3n2)n(-c2ccccc2)n1	-4	0	2	-14	-14	1455	9	-1	0.9	1
Cc1ccc(NC(=O)/C(=C/c2cccc(Br)c2)NC(=O)c2ccco2)cc1	0	4	8	10	-4	1730	15	1	0.8	1
COc1ccc(Nc2nnc(Cc3ccccc3)c(=O)[nH]2)c(OC)c1	-6	-5	10	-1	-9	1499	1	-4	1	1.1
COC(=O)C1=C(C)NC(C)=C(C(=O)OC)C1C(=O)OC(C)C(=O)c1ccccc1 (stereo not given)	-5	8	-5	-3	-7	1250	-14	2	1.1	1

Screening data as filed in PubChem.
